# High-throughput results as filed in PubChem BioAssay.
# ATXN2 expr inh = reduces ATXN2 reporter expression in HEK-293 cells; HEK-293 ATXN2-luciferase reporter, luminescence, 24 h; Potency, µM (top dose mostly 57 µM), for inactives: top-dose activity change, negative = inhibition, actives largely listed as inhibitors; actives 0.72% (n = 360,000); AID 1745845; further: potency means the concentration at half of the fitted maximal effect; on the % scale 0 is the no-effect control and ±100 the full control effect; nearly all actives have a fitted effect of over 55% in size
#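 ATXN2-luciferase reporter cells (luciferase flanked by upstream and downstream ATXN2 gene portions) were treated 24 h at 37 °C with compounds at up to 57 uM. SteadyGlo luminescence gave expression; GF-AFC fluorescence gave viability.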
# IL1B secr inh = inflammasome signaling inhibition, IL-1 beta readout; THP-1 LPS/ATP IL-1B secretion, AlphaLISA, 16 h; active compounds read low; activity change, % at 57.5 µM; actives 4.7% (n = 360,000); AID 743279; in the data active means activity change below about -50%; inconclusive means mostly about -30% to -49%; further: on the % scale 0 is the no-effect control and ±100 the full control effect
#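 Secreted IL-1B measured by AlphaLISA bead assay after 16 h compound exposure of THP-1 cells; compounds (final up to 57.5 uM) added 1 h before LPS (250 ng/mL) and ATP (1.25 mM) stimulation; lower signal means less secretion.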
# HT1080 IDH1KD tx = toxicity to HT-1080 IDH1 knockdown cells (counter line); HT-1080 IDH1 knockdown viability, ATP luminescence, 48 h; Potency, µM (series often up to 46.1 µM), inactives show at the highest dose activity, negative = toxicity, actives largely listed as cytotoxic; actives 2% (n = 360,000); AID 686971;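 further: potency means the concentration at half of the fitted maximal effect; 0% = DMSO wells and -100% = cell-free medium wells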
#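 Luminescent ATP read-out (CellTiter-Glo, 10 min at room temperature) after 48 h compound exposure at 37 °C gave viability of IDH1-knockdown HT-1080 cells. Activity was normalised to DMSO and cell-free wells, then fitted as concentration-response curves.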
# SW480 rerep = inducers of DNA re-replication in SW480 colon cancer cells | SW480 DNA re-replication, Hoechst DNA content imaging, 48 h | Potency, µM (highest dose often 46.1 µM), inactives show at the highest dose re-replication activation, hits mostly activators | actives 1.8% (n = 340,000); further: potency means the concentration at half of the fitted maximal effect; % of control where 0% means no effect; nearly all actives have a fitted effect of over 55% in size
#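 SW480 cells exposed to compounds for 48 hr at 37 C, 5% CO2, then Hoechst-stained 40 min. Nuclear DNA content imaged by fluorescence scanning (405 nm excitation, 500-530 nm emission); re-replication scored as increased high-intensity nuclei.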
# MCF10A rerep = induces DNA re-replication in MCF 10a normal breast cells. actives 2.9% (n = 350,000). AID 624296. MCF 10A DNA re-replication, Hoechst nuclear intensity, 48 h. Potency, µM (doses to about 46.1 µM), for inactives: at the highest dose activity, positive = re-replication, most hits filed as activators; further: potency means the concentration at half of the fitted maximal effect; % of control where 0% means no effect; nearly all actives have a fitted effect of over 50% in size
# KB-V1 cytotox = kills drug-selected multidrug resistant KB-V1 cells; AID 1347076; actives 3.4% (n = 400,000); KB-V1 MDR cells viability, CellTiter-Glo, 72 h; Potency, µM (titrated, usually from 46.1 µM), for the others: at the highest dose activity change, negative = cytotoxicity, hits mostly cytotoxic; further: potency means the concentration at half of the fitted maximal effect; on the % scale 0 is the no-effect control and ±100 the full control effect; nearly all actives have a fitted effect of over 60% in size
#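 Readout: CellTiter-Glo luminescence, 10 min after addition. Cells: KB-V1 MDR subline, 72 h at 37 degrees C with compound. Analysis: corrected, normalized data fitted to concentration-effect curves.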
# KB-3-1 tox = kills parental KB-3-1 adenocarcinoma cells. actives 1.4% (n = 400,000). KB-3-1 viability, CellTiter-Glo ATP luminescence, 72 h. Potency, µM (highest dose often 46.1 µM), for inactives: at the highest dose activity change, negative = cytotoxic, hits mostly cytotoxic; further: potency means the concentration at half of the fitted maximal effect; on the % scale 0 is the no-effect control and ±100 the full control effect; nearly all actives have a fitted effect of over 60% in size
#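 Parental KB-3-1 adenocarcinoma cells in phenol-red-free DMEM with 10% FBS were pin-treated with compounds at several concentrations, incubated 72 h at 37 °C, and viability read by CellTiter-Glo luminescence; concentration-effect curves were fitted after normalization.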
# S2 tox = cell viability loss in ATXN counter-screen. S2 cells (HEK-293 line with an ATXN2-luciferase reporter) viability, CellTiter-Fluor protease fluorescence, 24 h. Potency, µM (titrated, usually from 56.7 µM), usual class: cytotoxic. actives 0.49% (n = 400,000). AID 651635; further: potency means the concentration at half of the fitted maximal effect; nearly all actives have a fitted effect of over 40% in size
# HT1080NT lethal = kills 2HG-producing HT-1080-NT fibrosarcoma cells; HT-1080-NT fibrosarcoma viability, CellTiter-Glo ATP luminescence, 48 h; actives 1.6% (n = 360,000); AID 686970; Potency, µM (doses to about 46.1 µM), inactives show at the top dose activity, negative = less viability, usual class: cytotoxic;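 further: NT is the 2HG producing partner of a matched IDH1 knockdown line; potency means the concentration at half of the fitted maximal effect; 0% = DMSO-treated cells and -100% = media-only wells without cells; nearly all actives have a fitted effect of over 55% in size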
#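 HT-1080-NT; 750 cells/well; 5% FBS RPMI; 48 h compound, 37 degrees C; CellTiter-Glo luminescence; curve fitting and curve-class assignment.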
# An asterisk follows results filed as active; i = inactive; ? = inconclusive; . = no result given; [ ] = another dose, or the depositor's remark. Unless noted, the call rests on the fitted dose curve; in most records, active means well fitted curve in the direction sought with a large enough effect; inconclusive means small, poorly fitted or top-dose-only effect, or another doubt; inactive means no such curve, though single readings can be large; an effect the other way counts as inactive or inconclusive. Compounds were not picked by outcome; overall some 11% were active at least once.
SMILES,ATXN2 expr inh,IL1B secr inh,HT1080 IDH1KD tx,SW480 rerep,MCF10A rerep,KB-V1 cytotox,KB-3-1 tox,S2 tox,HT1080NT lethal
Cc1c(NS(=O)(=O)c2ccc(N(C)C3CCCCC3)c([N+](=O)[O-])c2)c(=O)n(-c2ccccc2)n1C,-8%,3,-1%,?,-12%,15µM*,?,i,-4%
Cc1ccc2[nH]c3c(Cl)ncnc3c2c1,8%,.,?,17%,2%,-14%,-5%,i,?
Cc1cc(Cl)ccc1OCC(=O)N(Cc1ccco1)c1c(N)n(Cc2ccccc2)c(=O)[nH]c1=O,-9%,0,1%,?,?,?,-1%,i,-2%
O=C(O)CC(c1ccc(F)cc1F)N1Cc2ccccc2C1=O (configuration not stated),-3%,2,5%,2%,-2%,14%,0%,i,6%
CCCN(C(=O)c1cc2c(Cl)nc3ccccc3c2s1)c1cccc(C)c1,5%,.,.,.,.,10%,-3%,i,.
CC(C)(C)c1ccc(C(=O)Nc2ccc3c(c2)CCCN3C(=O)c2cccs2)cc1,?,.,.,.,.,21µM*,-8%,?,.
CC1CCN(S(=O)(=O)c2ccc(NC(=O)CCN3C(=O)C4CC=CCC4C3=O)cc2)CC1 (configuration not stated),.,3,2%,3%,-1%,0%,-7%,i,4%
CC(Oc1ccc(F)cc1)C(=O)Nc1cc(S(=O)(=O)N2CCOCC2)ccc1N1CCN(C)CC1 (configuration not stated),0%,-10,3%,2%,0%,-28%,-5%,i,2%
COc1cccc(CN(C)C(=O)CNC(=O)c2ccc3c(c2)OCO3)c1OC,2%,-13,-3%,-9%,1%,?,-1%,i,-6%
COc1cccc(NC(=O)C(C)Sc2nnc(C3CC3)n2C2CC2)c1 (configuration not stated),-3%,6,-5%,-45%[inhibitor],9%,-16%,4%,i,-4%[9.24 µM]
CCCc1nn2c(=O)cc(COC(=O)c3ccccc3NC(=O)COc3ccccc3)nc2s1,-5%,.,.,.,.,-5%,-2%,?,.
CCCOc1ccc(C(CC(=O)O)NC(=O)C23CC4CC(CC(C4)C2)C3)cc1 (configuration not stated),4%,24,-25%,-1%,10%,3%,-1%,i,-27%
Cc1ccccc1Cn1c2ccccc2c2cnn(CC(=O)NCCCN3CCN(C)CC3)c(=O)c21,-25%,?,?,0%,0%,?,-3%,i,?
CN(CC(=O)Nc1ccccc1Cl)C(=O)COC(=O)c1cc(S(=O)(=O)N(C)C)ccc1N1CCCC1,8%,-6,12%,-5%,-2%,-7%,-3%,i,-4%
CCN(CC(=O)Nc1ccccc1C(=O)NC1CC1)Cc1cccs1,9%,-2,4%,2%,1%,-28%,1%,i,8%
COC(=O)CNC(=O)CN1c2cccc3cccc(c23)S1(=O)=O,-6%,17,18%,-4%[9.22 µM],?,0%,25%,i,11%
O=C(N/N=C/c1ccc(O)c(Br)c1)c1cc2c(ccc3ccccc32)o1,-20%,?,26%,?,?,-2%,9%,i,-1%
O=C(CCN1CCN(c2ccccc2)CC1)NNC(=O)c1ccccc1,.,14,-1%,.,.,-11%,-4%,i,-1%
O=C1/C(=C/N(C(=O)c2ccco2)c2ccc(Br)cc2)Sc2ccccc21,-7%,-14,?,-9%,?,-20%,-24%,?,?
CCn1c(SCc2nc3ccccc3[nH]2)nnc1-c1ccncc1,13%,11,2%[9.24 µM],16%,9%,-16%,7%,i,-20%
O=C(O)c1cc(O)ccc1NC(=O)C(c1ccccc1)c1ccccc1,.,15,10%,-2%,-1%,22%,0%,i,12%
C[C@H]1CN([C@@H](C)CO)C(=O)c2cc(Br)cnc2O[C@@H]1CN(C)S(=O)(=O)c1ccccc1,-1%,8,2%,.,.,13%,16%,i,4%
Cn1c(SCC(=O)N2CCN(c3ccccc3)CC2)nnc1-c1ccco1,-8%,33,0%,-1%,-3%,-28%,7%,?,6%
CCOc1ccc(OCc2ccc(C(=O)N3CCCC3)o2)cc1,-9%,2,-13%,-2%,81%,?,-18%,i,0%
CC1(C(=O)NCc2ccccc2Br)CCN1Cc1ccc(-c2ccccn2)cc1 (configuration not stated),?,-29,?,.,.,13µM*,?,i,?
COC(=O)c1ccccc1NC(=O)NCc1ccc2c(c1)OCO2,6%,-2,-16%,-10%,251%[0.0737 µM],-5%,7%,i,3%
CN(C)/C=N/c1sc2c(c1C#N)CC(C)(C)NC2(C)C,-20%,-1,11%,-5%,-6%,13%,12%,i,8%
OCC1(Cc2ccccc2)CCCN(Cc2ccn[nH]2)C1 (configuration not stated),.,0,1%,-3%,-2%,-13%,4%,i,0%
CC(=O)c1ccc(OC(C)C)c(CSc2nc(O)cc(=O)[nH]2)c1,1%,14,8%,-4%,0%,2%,4%,i,12%
Cc1nc2c(=O)n(-c3ccc(F)c(Cl)c3)nc(C)c2s1,-15%,23,27%,-11%,-1%,0%,4%,i,26%
CCOC(=O)c1cc2sc(C)cc2n1C(C)C(=O)OCC (configuration not stated),0%,18,-4%,1%,1%,-7%,13%,i,0%
O=C(NCc1ccccc1F)c1cccc(S(=O)(=O)N2CCCCCC2)c1,-4%,-2,3%,-4%,27%,-21%,-1%,i,2%[9.24 µM]
COc1ccc(C(=O)c2ccc(Cl)c([N+](=O)[O-])c2)cc1,-21%,-101*,5.8µM*,0.82µM*,3.7µM*,?,1.2µM*,?,?
O=C(NCc1ccc(F)cc1)c1cc2ccccn2n1,16%,11,10%,-9%,-3%,?,22%,i,-4%
Cc1ccc(NC(=O)C2CCC(CNS(=O)(=O)c3cccc4nsnc34)CC2)c(C)c1 (configuration not stated),-7%,.,.,.,.,-3%,-10%,i,.
COc1ccc2c(CCNC(=O)Nc3ccccc3)c[nH]c2c1,-8%,-17,14%,-6%,0%,0%,?,i,24%
COCCCN1C(=O)C(CC(=O)NCc2ccco2)CC(C(=O)N2CCOCC2)=C1C (configuration not stated),1%,16,-2%,.,.,13%,-13%,i,0%
Cc1ccc(NC(=O)CCC(=O)N/N=C/c2ccccc2O)cc1,.,112,?,11%,1%,15%,-14%,?,?
CCOc1cc(/C=N/NC(=O)C2CCCC2)ccc1OC(C)C,6%,-8,3%,1%,0%,27%,21%,i,5%
Cc1nn(-c2ccccc2)c(N)c1N=O,.,4,16%,-8%,1%,?,4%,i,18%
COc1ccc(-c2oc3cccnc3c2/C=C/c2ccc(OC)c(OC)c2)cc1,-6%,?,-6%,1.6µM*,?,0%,-6%,i,-12%
O=C(NCCO)NC(=S)c1ccccc1,21%,13,5%,-3%,0%,9%,9%,i,2%
O=C(CCCc1ccccc1)NCc1ccccc1Cl,24%,-6,8%,-3%,12%,8%,-2%,i,20%
O=C1/C(=C/c2ccccc2)CN(C(=O)CCN2CCOCC2)C/C1=C\c1ccccc1,27µM*,-101*,?,?,2.3µM*,?,3%,21µM*,?
CCOc1cc(N2CCOCC2)c(OCC)cc1NC(=O)c1ccc(-n2ccnc2)c([N+](=O)[O-])c1,-5%,12,-14%,2%,16%,-17%,22%,i,-12%
CC(C)(Cc1ccc(O)cc1)NC(=O)SCc1ccccc1,-3%,?,-13%,0%,-4%,-16%,4%,i,-11%
CCC1c2ccc(C)n2CCN1C(=O)Nc1ccccc1C(=O)OC (configuration not stated),-11%,-7,5%,?,23%,2%,18%,i,9%
O=C(Cn1c(=O)n(-c2ccccc2)c(=O)c2sc3ccccc3c21)N1CCCC1,-6%,.,.,.,.,-16%,-4%,?,.
Cc1ccc(S(=O)(=O)c2cc3c(=O)n4cccc(C)c4nc3n(Cc3ccncc3)c2=N)cc1,3%,10,-14%,9%,-28%,-9%,-5%,i,4%
CN(C(=O)c1ccno1)c1nnc(-c2ccccn2)s1,0%,14,-6%,3%,-4%,0%,-1%,i,-7%
CCC(C(=O)NCCCN1CCCC1=O)n1c2ccccc2c2nc(=O)cc(C)n21 (configuration not stated),5%,-5,22%,11%,-2%,0%,2%,i,20%
O=C(Nc1ccc(N2CCOCC2)cc1)c1cc(-c2ccncc2)nc2ccccc12,-4%,-2,-6%,17%,0%,?,0%,i,-7%
O=C(CSc1nc2ccccc2s1)Nc1cc(C(=O)O)cc(C(=O)O)c1,-1%,34,3%,-12%,1%,0%,12%,i,-3%
Cc1nnc(SCC(=O)N2CCOCC2)[nH]c1=O,-2%,-2,16%,-4%,2%,?,9%,i,9%
O=C(CSc1ccc2ccccc2c1)NCc1cccs1,19%,?,-2%,-3%,?,10%,5%,i,4%
C=CCNc1nc2ccccc2c(=O)[nH]1,12%,31,4%,-13%,-17%,-11%,5%,i,-2%
Cn1cc(CC(=O)N2CCN(c3ccc(Cl)cc3)CC2)c2ccccc21,-18%,-15,?,14%,0%,?,?,i,-24%
CCC(=O)n1nc(-c2ccc(Cl)cc2)nc1SC,29%,1,6%,1%,2%,4%,7%,i,20%
NC(=O)C1CCN(C(=O)CNC(=O)c2ccccc2)CC1,-13%,6,1%,-2%,-1%,-4%,-1%,i,8%
O=C1[C@@H]2CSCN2C(=O)CN1Cc1ccccc1F,-3%,17,1%,5%,-13%,10%,-7%,i,0%
CN(CC(=O)O)S(=O)(=O)c1ccc(F)cc1,1%,-15,7%,4%,?,4%,4%,i,6%
CCCN1C2=C(C(=O)CC(C)(C)C2)C(c2ccc(F)cc2)C2=C1c1ccccc1C2=O (configuration not stated),-11%,-9,7%,0%,2%,?,-2%,i,2%
